HCV NS3 hel inh: inhibitors of HCV NS3 helicase, primary screen, biochemical, Cy5 molecular beacon fluorescence; Hepatitis C virus NS3 helicase; NS3 helicase DNA unwinding; inhibition, % at 10.9 µM; 0.56% of 290,000 active; AID 1800, 2009;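 active means inhibition above the mean of all tested compounds plus 3 SD, set per campaign, cut at about 35% in these data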;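 further: 0% = DMSO wells and 100% = thioflavine S control wells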
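Measured by: Cy5 fluorescence, 0 and 60 min reads / Assay system: NS3 helicase fragment of HCV / Control set: low DMSO, high thioflavine S at 110 µM / Times: 1 h reaction at 25 °C, ATP-initiated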
SUMO HTRF inh: inhibitors of in vitro SUMOylation cascade, primary screen, biochemical, HTRF, uHTS; 0.36% of 290,000 active; inhibition, % at 35 µM; SUMO-conjugating enzyme UBC9 (Homo sapiens), P63279; HTRF SUMOylation assay, SAE1/SAE2 + UBC9; in the data active means inhibition above about 50%, passing the limit was not always enough; further: strong numbers were not always called active
Target sequence (P63279 whole entry, looked up): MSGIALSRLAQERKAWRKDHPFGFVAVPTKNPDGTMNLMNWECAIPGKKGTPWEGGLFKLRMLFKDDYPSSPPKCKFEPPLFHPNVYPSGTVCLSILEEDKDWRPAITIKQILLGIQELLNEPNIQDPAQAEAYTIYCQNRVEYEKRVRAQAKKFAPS
DNA FID counter: compounds displacing fluorescent DNA intercalator, primary screen, artefact control for HCV NS3 helicase inhibitor project, biochemical, FID fluorescence | DNA fluorescent intercalator displacement | inhibition, % at 7.9 µM | 0.17% of 290,000 active; in the data active means inhibition above about 37%;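 further: 0% = vehicle and 100% = reference compound; higher means more ethidium bromide displaced from hairpin DNA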
IMP-1 inhibitor: IMP-1 metallo-beta-lactamase inhibitors, primary screen, biochemical, epi-absorbance readout, Pseudomonas aeruginosa enzyme. metallo-beta-lactamase IMP-1 (Pseudomonas aeruginosa). purified IMP-1, nitrocefin hydrolysis, epi-absorbance fluorescence. inhibition, % at 5.6 µM. 0.45% of 290,000 active. AID 1556, 2009;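 active means inhibition above the mean plus 3 SD of all compounds in the same screening run, cut at about 4.5% in these data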;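 further: 0% = IMP-1 with DMSO and 100% = DMSO wells lacking enzyme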
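assay system = purified recombinant IMP-1 metallo-beta-lactamase enzyme | schedule = 15 min preincubation plus 25 min reaction at 25 °C | signal = Epi-absorbance fluorescence, 480 nm excitation, 530 nm emission | read-out basis = percent inhibition from optical density relative to buffer-blank wells | controls = IMP-1 with DMSO as 0%, enzyme-free DMSO as 100%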
VIM-2 inh: VIM-2 metallo-beta-lactamase inhibitors, primary screen, biochemical, epi-absorbance readout, Pseudomonas aeruginosa enzyme; inhibition, % at 5.6 µM; 0.89% of 290,000 active; purified VIM-2, nitrocefin hydrolysis, epi-absorbance fluorescence; AID 1527, 2009;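 active means inhibition above the mean of all tested compounds plus 3 SD, cutoff set per screening run, cut at about 7.5% in these data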;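 further: red hydrolysis product quenches plate fluorescence so inhibitors raise well fluorescence; 0% = enzyme with DMSO and 100% = DMSO without enzyme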
MEKK3 PB1 HTS: modulators of MEKK3-MEK5 PB1 binding, primary screen, biochemical, wildtype MEKK3, multiplex bead flow cytometry, Alexa488-MEK5; Mitogen-activated protein kinase kinase kinase 3 (Homo sapiens), Q99759; 1.4% of 290,000 active; bead-based flow cytometry, Alexa488-MEK5 binding to MEKK3; actives lie on both sides; 0 = blocked by unlabeled MEK5, 100 = vehicle; binding response (% of control), % at 10 µM;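 active means binding response more than 3 SD above or below the average of its plate-row segment, actives on both sides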;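 further: Alexa488 bead fluorescence after subtracting the streptavidin-only scavenger bead signal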
Target sequence (Q99759 whole entry, looked up): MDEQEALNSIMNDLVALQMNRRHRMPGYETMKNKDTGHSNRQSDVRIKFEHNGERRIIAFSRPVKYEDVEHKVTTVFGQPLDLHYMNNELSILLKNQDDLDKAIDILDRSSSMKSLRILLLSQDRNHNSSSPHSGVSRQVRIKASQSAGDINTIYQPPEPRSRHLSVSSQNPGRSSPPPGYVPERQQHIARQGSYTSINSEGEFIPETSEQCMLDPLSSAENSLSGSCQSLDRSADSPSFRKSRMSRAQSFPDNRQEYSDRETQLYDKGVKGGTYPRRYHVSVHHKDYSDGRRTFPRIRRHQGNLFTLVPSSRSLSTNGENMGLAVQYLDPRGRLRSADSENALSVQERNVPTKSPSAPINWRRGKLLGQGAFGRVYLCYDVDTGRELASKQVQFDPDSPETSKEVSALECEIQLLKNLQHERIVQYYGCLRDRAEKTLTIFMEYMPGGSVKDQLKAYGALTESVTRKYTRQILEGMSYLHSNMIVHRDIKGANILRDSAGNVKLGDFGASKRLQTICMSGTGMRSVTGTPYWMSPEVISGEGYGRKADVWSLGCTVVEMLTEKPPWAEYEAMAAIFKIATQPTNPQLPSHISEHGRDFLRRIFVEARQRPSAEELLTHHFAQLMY
p-CIP stab down: p/CIP-EGFP fusion destabilizers, primary screen, fluorescence, F442A cells | Q05BA5 | 0.01% of 290,000 active | 16 h | decrease of EGFP signal, % at 10 µM | AID 1984, 2009;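 active means EGFP signal decrease of at least 30% at 10 µM or well 3 SD below plate mean, unless failing retest; inactive means the rest, including hits failing retest or dose response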; further: some compounds called inactive have numbers as strong as hits; many of its hits are not listed in these tables
PHOSPHO1 inh: PubChem AID 1565; 1.1% of 290,000 active; recombinant PHOSPHO1, absorbance phosphatase assay; Phosphoethanolamine/phosphocholine phosphatase (Homo sapiens), Q8TCT1; inhibition, % at 13.3 µM; in the data active means inhibition above about 60%
Target sequence (Q8TCT1 whole entry, looked up): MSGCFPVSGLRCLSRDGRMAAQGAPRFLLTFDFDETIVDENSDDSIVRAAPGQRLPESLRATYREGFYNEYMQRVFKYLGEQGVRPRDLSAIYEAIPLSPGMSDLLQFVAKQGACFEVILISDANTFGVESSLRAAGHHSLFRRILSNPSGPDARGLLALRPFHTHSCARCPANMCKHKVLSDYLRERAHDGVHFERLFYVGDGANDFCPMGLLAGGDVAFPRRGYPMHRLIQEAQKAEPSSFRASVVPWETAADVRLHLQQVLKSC
IDE act: human IDE activators in live cells, primary screen, fluorescence polarization, HEK cells, FAbeta-B substrate; Insulin-degrading enzyme (Homo sapiens), P14735; FAbeta-B cleavage; 0% vehicle, 100% cell-free pure enzyme wells; activation, % at 5.96 µM; 0.073% of 340,000 active; AID 493087, 2011;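 active means activation above the mean of all tested compounds plus 3 SD, set per screening campaign, cut at about 17% in these data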
* = called active by the depositor; . = no result given; [ ] = another dose, or the depositor's remark. Some of the compounds tested; rates above refer to the full screens.

SMILES	HCV NS3 hel inh	SUMO HTRF inh	DNA FID counter	IMP-1 inhibitor	VIM-2 inh	MEKK3 PB1 HTS	p-CIP stab down	PHOSPHO1 inh	IDE act
O=C(NN=C1CCC(c2ccccc2)CC1)c1cc2c(s1)CCCC2 (configuration not stated)	-4	-8	-5	-3.6	-2.6	100	8	-11	-3
CC1(C)C2CCC1(CS(=O)(=O)NC(CC(=O)O)c1cccc(Br)c1)C(=O)C2 (configuration not stated)	7	18	-30	-3.1	-0.6	101	3	20	-1
Cc1nnc(Nc2ccc(Cl)cc2)s1	4	-2	-4	-4.2	-3.6	93	2	42	-7
Cc1ccc2c(c1)N(CC(=O)NCCCN1CCN(C)CC1)C(=O)CO2	-3	9	0	-2.5	-3.6	104	-4	37	5
Cc1ccc(Oc2ncc(CN3CCOCC3)s2)cc1	20	16	-10	-1.2	-2.3	100	-3	42	5
CCN1C(=O)/C(=C\c2nc3ccccc3c(=O)n2CC)c2ccccc21	6	19	-3	-2.0	-3.2	104	-32	36	5
O=C(Cn1cc(C(=O)c2ccco2)c2ccccc21)Nc1ccccc1F	-5	12	4	0.1	-1.9	97	-22	12	-6
CCN(CC)CCOC(=O)c1cccc(Br)c1	3	-4	9	-4.3	-3.1	91	8	3	4
O=C(Cn1ccc(C(F)(F)F)n1)N=Nc1c(O)[nH]c2ccccc12	-1	0	2	-1.4	-0.1	82	0	37	7
O=C(N/N=C/c1ccc([N+](=O)[O-])cc1)c1cc(C2CC2)[nH]n1	0	-1	-5	-3.4	-2.0	100	-10	25	4
COc1ccc(CN2CCn3ncc(C(=O)Nc4ccccc4)c3C2=O)cc1	1	6	-11	-2.4	-1.1	103	-6	11	-3
CCc1ccc(N2CC(C(=O)Nc3nc4ccc(S(C)(=O)=O)cc4s3)CC2=O)cc1 (configuration not stated)	0	5	-24	-1.0	-1.1	101	-3	40	3
CCN1CCCC1CNS(=O)(=O)c1ccc(Br)cc1 (configuration not stated)	1	15	0	-2.7	-3.0	102	-9	-2	3
COc1ccc(OCCN2C(=O)NC3(CCc4ccccc4C3)C2=O)cc1 (configuration not stated)	0	-6	-21	-3.5	-1.1	102	-8	1	6
COCCNC(=S)N/N=C(\C)c1ccccc1O	-2	3	-21	-2.4	-2.3	100	1	-2	6
O=S(=O)(c1cc(Cl)sc1Cl)N1CCCC1	9	10	-3	-2.7	-3.6	98	-11	29	0
Cc1ccccc1CCNC(=O)C1CC(O)CN1C(=O)Nc1ccccc1 (configuration not stated)	-2	8	-5	-3.0	-0.8	107	0	40	1
Cc1nc2ccccc2nc(C)c1=NOCc1cccc(Cl)c1	-2	-5	-3	-1.6	-2.1	104	-3	-28	4
CCOC(=O)/C=c1\s/c(=C\c2c(OCC)ccc3ccccc23)c(=O)n1CC(=O)NCC1CCCO1 (configuration not stated)	-16	6	-23	-4.2	-1.3	99	1	-24	4
CCOc1ccc(-c2c(=O)n(OCc3nc4ccccc4[nH]3)c3ccccc3[n+]2[O-])cc1	-7	20	-10	-1.8	-2.2	102	4	-12	6
Cc1cccc(C)c1NC(=O)COn1nnc2ccc(C(F)(F)F)cc21	-3	-2	-19	-2.0	2.6	107	-2	-7	-4
O=C(CC12CC3CC(CC(C3)C1)C2)NCC(=O)N1CCCC1	-4	8	-7	-3.0	-3.0	94	-10	-6	-3
CC(=O)N1CCN(C(=S)Nc2ccc(SC(F)F)cc2)CC1	-1	3	-1	-2.0	-0.8	98	4	4	5
CCOC(=O)c1sc2nc(N3CCOCC3)c3c(c2c1N)CC(C)(C)N(C)C3	-1	26	21	-1.3	-0.8	113	-6	-2	2
Nn1c(SCC(=O)Nc2ccc3c(c2)OCCO3)nnc1-c1cccnc1	6	7	0	-3.3	-4.6	101	-2	33	-3
SMILES	HCV NS3 hel inh	SUMO HTRF inh	DNA FID counter	IMP-1 inhibitor	VIM-2 inh	MEKK3 PB1 HTS	p-CIP stab down	PHOSPHO1 inh	IDE act
O=C(Nc1cccc(S(=O)(=O)N2CCCCC2)c1)c1cccs1	1	8	-9	-1.5	-1.2	100	-5	38	5
O=C(COc1ccccc1)NN1C(=O)CSC1=S	12	18	0	-1.3	-2.8	93	-2	-17	-5
CCOC(=O)c1c(C)c(C(=O)N2CCN(c3cccc(Cl)c3)CC2)c(C)n1C	-6	18	-16	-0.4	-1.8	104	-7	18	-13
Cn1cc(C=O)c2cc(S(=O)(=O)N3CCOCC3)ccc21	8	13	2	-2.1	-1.9	98	0	2	-2
COc1ccc(Nc2nnc(-c3ccc(N4CCOCC4)c([N+](=O)[O-])c3)c3ccccc23)cc1	-25	-18	-10	-2.4	2.2	101	-13	-1	1
Cc1ccc(C(=O)Nc2cccc(C(=O)NCc3ccccc3)c2)o1	-2	4	-15	-2.2	-2.2	87	3	-22	-8
O=C(Nc1ccc(Cl)cc1)Nn1cnnc1	7	39	-2	-2.5	-1.5	98	0	24	5
COC(=O)c1c(NC(C)=O)sc(C(=O)Nc2ccccc2OC)c1C	-19	14	2	-1.9	-0.9	102	-6	47	-9
CCn1cc(CNC(=O)C2CCC(=O)N(CCc3cccc(F)c3)C2)cn1 (configuration not stated)	2	1	-7	-1.4	-2.6	100	3	.	4
O=C(COC(=O)c1ccccc1C(=O)c1ccc(Cl)cc1)NCc1ccccc1	4	-16	-30	-1.6	-2.4	103	5	-9	-3
CC(=O)c1c(N2CCN(Cc3ccccc3)CC2)nc(=S)n(Cc2ccccc2)c1C	-12	16	-9	-2.3	-1.4	106	0	-8	7
COc1ccc(C(=O)NCC(c2ccc(F)cc2)N2CCOCC2)cc1S(=O)(=O)N1CCCC1 (configuration not stated)	2	11	-28	-3.8	-2.6	101	-3	32	3
Oc1cccc2ccc[n+](CC(O)Cn3c4ccccc4c4ccccc43)c12 (configuration not stated)	-55	22	39*	2.3	-0.5	99	-12	-9	2
Cc1ccc(-c2cc(C(=O)N/N=C/c3ccc([N+](=O)[O-])o3)c3ccccc3n2)o1	16	50	-28	-3.1	-3.6	101	-4	12	7
O=C(O)c1ccc(N/N=C/c2cccc3nccnc23)cc1	2	-2	-6	-3.4	-0.3	94	9	-30	4
COCCn1c(C)cc(C(=O)COC(=O)c2ccc(N3CCCC3=O)cc2)c1C	2	0	-4	-1.4	-1.8	109	-4	-14	0
COc1ccccc1-c1cc(C(=O)Nc2cc(C)nn2-c2ccccc2)no1	0	-10	-6	4.0	-5.5	100	9	13	4
CSc1ccc(/C=N/NC(=O)C[n+]2ccccc2)cc1	0	16	-1	-1.4	-1.4	100	7	42	2
Cc1cc(=O)oc2cc3c(cc12)OCCO3	-3	21	-4	-2.9	-2.1	102	0	7	0
Cc1nc(C(=O)Nc2ccc(Cl)cc2)sc1C1(C)CC(c2ccccc2)=NO1 (configuration not stated)	.	-6	.	.	.	116	-5	-8	3
CC12COC3(P(=O)(c4ccccc4)c4ccccc4)CC1CCC23CP(=O)(c1ccccc1)c1ccccc1 (configuration not stated)	8	1	-38	-0.7	-2.6	100	14	32	-2
Cc1nn2c(C)c(C(=O)Nc3ccccc3)cnc2c1-c1ccccc1	0	12	-25	-2.7	-0.7	99	-13	21	-3
CCn1c(SCC(=O)N2c3ccccc3CCc3ccccc32)nnc1-c1ccc(OC)cc1	3	-8	-7	-2.5	-0.9	104	-9	-11	1
CCOCCCNC(=O)CCC(=O)NNc1nc2ccccc2c2nc(C)nn12	5	2	-14	-3.8	-4.8	97	-4	-10	1
CC1Cc2ccccc2N1C(=O)Cn1cnc2ccccc2c1=O (configuration not stated)	0	8	-9	-3.1	-1.4	100	-3	14	0

Quoted at random: four entries already listed
SMILES	HCV NS3 hel inh	SUMO HTRF inh	DNA FID counter	IMP-1 inhibitor	VIM-2 inh	MEKK3 PB1 HTS	p-CIP stab down	PHOSPHO1 inh	IDE act
Cc1nc(C(=O)Nc2ccc(Cl)cc2)sc1C1(C)CC(c2ccccc2)=NO1 (configuration not stated)	.	-6	.	.	.	116	-5	-8	3
COc1ccccc1-c1cc(C(=O)Nc2cc(C)nn2-c2ccccc2)no1	0	-10	-6	4.0	-5.5	100	9	13	4
CC12COC3(P(=O)(c4ccccc4)c4ccccc4)CC1CCC23CP(=O)(c1ccccc1)c1ccccc1 (configuration not stated)	8	1	-38	-0.7	-2.6	100	14	32	-2
COCCn1c(C)cc(C(=O)COC(=O)c2ccc(N3CCCC3=O)cc2)c1C	2	0	-4	-1.4	-1.8	109	-4	-14	0

Next records:
SMILES	HCV NS3 hel inh	SUMO HTRF inh	DNA FID counter	IMP-1 inhibitor	VIM-2 inh	MEKK3 PB1 HTS	p-CIP stab down	PHOSPHO1 inh	IDE act
COc1ccccc1CN(C)C(=O)c1cc(-c2cc(OC)c(OC)c(OC)c2)nc2ccccc12	-38	6	-46	-0.5	-2.1	101	-9	41	0
COc1ccc(OC)c(N/C(=N/C(=S)Nc2ccccc2)Nc2nc(C)cc(C)n2)c1	12	10	0	1.4	2.0	48*[inhibitor]	0	16	.
Cc1ccc([N+](=O)[O-])cc1NC(=S)NCCc1ccccc1	2	-5	5	-2.5	-1.6	103	-6	22	5
Cc1ccc(-c2nnc(SCC(=O)Nc3cccc(C(=O)N4CCOCC4)c3)n2C)cc1	-11	3	-18	-1.6	-2.5	91	10	-1	-1
CC(CC(=O)N1CCN(c2ccccc2)CC1)c1ccccc1 (configuration not stated)	-10	-11	-21	0.4	-2.3	89	0	0	6
O=C(OCc1ccc2c(c1)OCO2)c1ccc(S(=O)(=O)N2CCCCC2)cc1	6	10	3	-1.2	0.7	99	-11	27	2
Cc1cc(C(F)(F)F)n(-c2nc(C(=O)NNS(=O)(=O)c3ccccc3[N+](=O)[O-])cs2)n1	7	20	-16	-2.9	-2.7	103	3	57	-4
CN1CCN(C(=O)C2=C[C@@H](c3ccc(C(F)(F)F)cc3)C[C@@H](OCc3ccc(CO)cc3)O2)CC1	-22	-2	16	-1.5	0.1	105	3	18	1
COc1ccc(NC(=O)Cn2c(=O)n(-c3ccc(OC)cc3OC)c(=O)c3c(C)c(C)sc32)cc1	-10	18	-12	-1.1	-2.3	104	-2	-3	-3
CC(C)=CC(=O)OCc1csc(CC(=O)Nc2ccccc2C)n1	1	12	-26	-0.5	-1.4	102	-14	-1	0
O=C(NC1=NC2CCCCC2N1)c1ccccc1 (configuration not stated)	6	-9	1	0.5	2.8	105	-11	-27	-1
Cc1ccc(S(=O)(=O)c2nnn3c2nc(N2CCC(C(N)=O)CC2)c2ccccc23)cc1C	9	4	-42	-1.6	4.0	102	-2	58	-2
Cc1ccc(C(=O)N/C(=C/c2ccco2)C(=O)N2CCCCCC2)cc1	3	8	-44	-0.7	-3.2	101	8	-3	4
COCCn1c(C)nc2oc3ccc(Br)cc3c(=O)c2c1=O	15	20	0	-4.1	-0.3	101	-17	-1	2

Bioassay records deposited in PubChem BioAssay by several laboratories.
